Compound activity (PubChem)
mIDH1 inhibitor = blocks human mutant IDH1 R132H enzyme | Potency, µM (doses to about 76.6 µM), for inactives: at the highest dose activity change, negative = inhibition, usual class: inhibitors | O75874 | IDH1-R132H enzyme, NADPH consumption, diaphorase/resazurin fluorescence | 390,000 tested, 0.093% active; note: potency is the fitted concentration of half-maximal effect; % is set by controls: 0 for no effect and ±100 for the full control effect; nearly all actives have a fitted effect of over 65% in size
Target sequence (O75874 whole entry R132H, stated change not applied): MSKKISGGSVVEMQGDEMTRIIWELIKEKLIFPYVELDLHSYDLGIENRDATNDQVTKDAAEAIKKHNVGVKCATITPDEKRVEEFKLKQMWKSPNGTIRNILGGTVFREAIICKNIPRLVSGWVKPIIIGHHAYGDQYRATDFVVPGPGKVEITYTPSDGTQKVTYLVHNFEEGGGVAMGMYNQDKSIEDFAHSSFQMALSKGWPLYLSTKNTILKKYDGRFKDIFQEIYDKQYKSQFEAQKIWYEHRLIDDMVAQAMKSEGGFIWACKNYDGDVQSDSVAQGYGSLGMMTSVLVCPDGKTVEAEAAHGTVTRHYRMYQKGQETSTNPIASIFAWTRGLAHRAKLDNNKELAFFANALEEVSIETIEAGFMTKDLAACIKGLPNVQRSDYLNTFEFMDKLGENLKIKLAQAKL
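IDH1-R132H (0.5 ug/mL dispensed) in pH 7.5 Tris buffer was preincubated 30 min with compound, then given a substrate mix of 0.016 mM NADPH and 2 mM alpha-KG for 80 min at room temperature; remaining NADPH was read by diaphorase/resazurin fluorescence.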
PI4K2A inh = inhibitors of human PI4K2A | Q9BTU6 | purified PI4K2A, ADP-Glo luminescence, 1 h; hits give low values | activity change, negative = inhibition, % at 76.9 µM | 420,000 tested, 0.13% active; in the data active = activity change below about -50%; inconclusive = mostly about -30% to -49%;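 note: -100% = wells without enzyme as full effect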
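Compounds are screened against recombinant PI4K2A using PI as substrate and ATP, the latter dispensed at 300 microM. Reactions run one hour at ambient temperature before ADP-Glo detection; full inhibition defined by wells lacking enzyme.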
HP1b binding inh = blocks HP1-beta chromodomain binding to methylated histone tails; P83916; AlphaScreen HP1-beta / biotin-H3K9me3 peptide binding; Potency, µM (titrated, usually from 114 µM), inactives show at the top dose activity change, negative = inhibition, usual class: inhibitors; 390,000 tested, 0.56% active; AID 540317; note: potency is the fitted concentration of half-maximal effect; nearly all actives have a fitted effect of over 70% in size; inactives centre near 23
Target sequence (P83916 whole entry, looked up): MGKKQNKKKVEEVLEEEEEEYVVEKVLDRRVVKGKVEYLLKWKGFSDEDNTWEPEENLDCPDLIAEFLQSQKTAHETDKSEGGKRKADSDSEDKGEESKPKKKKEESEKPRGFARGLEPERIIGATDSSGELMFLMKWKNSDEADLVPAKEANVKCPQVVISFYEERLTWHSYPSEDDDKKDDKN
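HP1-beta protein (50 nM final) preincubated 30 min at room temperature with biotinylated H3(1-18)K9me3 peptide (50 nM) in PBS pH 7.4, 0.01% Tween-20, then compound added for 30 min. AlphaScreen streptavidin donor/nickel chelate acceptor beads (10 ug/mL final), 30 min dark, luminescence read.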
rTrxR1 inhibitor = inhibitors of rat thioredoxin reductase 1. O89049. recombinant rTrxR1, NADPH fluorescence consumption, selenite substrate. Potency, µM (highest dose often 114 µM), for the others: at the highest dose activity change, negative = inhibition, actives largely listed as inhibitors. 390,000 tested, 1% active. AID 588453; note: potency is the fitted concentration of half-maximal effect; % is set by controls: 0 for no effect and ±100 for the full control effect; nearly all actives have a fitted effect of over 65% in size
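Rat TrxR1 (90 nM in the dispensed reagent) was pre-reduced with 400 uM NADPH for 5 min at room temperature, then incubated with compound for 15 min. After 400 uM selenite was added, NADPH fluorescence (Ex 340/Em 450 nm) was followed for 8 min.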
GLS inh = blocks human kidney-isoform glutaminase activity; GLS enzymatic activity, qHTS titration; Potency, µM (series often up to 45.5 µM), without a hit: at the highest dose activity change, negative = inhibition, most hits filed as inhibitors; 410,000 tested, 0.21% active; note: potency is the fitted concentration of half-maximal effect; % is set by controls: 0 for no effect and ±100 for the full control effect
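hKGA in 45 mM KH2PO4 (pH 8.2), 0.02% Tween-20 with compound, then 1mM L-Glutamine (stock as added) plus glutamate oxidase/HRP/Amplex red coupling mix. Fluorescence read initially and after 30 min at RT; signal change reflects glutamate formation.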
USP1-UAF1 inh = blocks the human USP1/UAF1 deubiquitinase complex; AID 743255; recombinant USP1/UAF1, Ub-Rhodamine cleavage fluorescence; 390,000 tested, 0.23% active; Potency, µM (top dose mostly 57.1 µM), for inactives: at the top dose activity change, negative = inhibition, hits mostly inhibitors; O94782; note: potency is the fitted concentration of half-maximal effect; % is set by controls: 0 for no effect and ±100 for the full control effect; nearly all actives have a fitted effect of over 60% in size; inactives centre near -12
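Step one: compound is pinned into 1nM USP1/UAF1 in HEPES pH 7.8 buffer with TCEP. Step two: 15 min room-temperature incubation. Step three: Ub-Rho (150nM final) starts cleavage, tracked by fluorescence over six one-minute reads.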
PGK inhibitor = T. brucei PGK inhibition; P07378; PGK/GAPDH coupled, Kinase-Glo luminescence, 60 min; Potency, µM (series often up to 57.5 µM), inactives show at the highest dose activity change, negative = inhibition, hits mostly inhibitors; 380,000 tested, 0.043% active; note: potency is the fitted concentration of half-maximal effect; % is set by controls: 0 for no effect and ±100 for the full control effect; nearly all actives have a fitted effect of over 60% in size
Target sequence (P07378 whole entry, looked up): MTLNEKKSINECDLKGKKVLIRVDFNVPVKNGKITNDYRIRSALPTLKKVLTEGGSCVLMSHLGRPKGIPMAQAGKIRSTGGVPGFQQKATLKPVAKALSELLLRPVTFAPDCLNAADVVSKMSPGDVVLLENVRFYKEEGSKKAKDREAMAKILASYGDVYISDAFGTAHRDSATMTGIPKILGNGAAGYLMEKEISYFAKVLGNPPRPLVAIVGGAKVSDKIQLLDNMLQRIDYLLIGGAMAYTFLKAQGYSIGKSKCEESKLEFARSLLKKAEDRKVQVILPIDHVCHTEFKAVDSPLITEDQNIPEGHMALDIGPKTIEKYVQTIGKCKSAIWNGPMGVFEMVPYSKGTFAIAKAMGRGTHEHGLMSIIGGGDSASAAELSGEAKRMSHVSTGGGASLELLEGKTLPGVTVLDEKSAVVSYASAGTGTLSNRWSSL
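Recombinant glycosomal PGK reaction used 1,3-bisphosphoglycerate generated in-well by GAPDH (100nM final) in 100mM TEA pH 7.6, 5mM MgCl2, 0.01% Tween-20. After 60 minutes at room temperature, ATP was read by Kinase-Glo Plus luminescence end-point.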
Pin1 inhibitor = inhibitors of human Pin1; Q13526; Pin1 FP peptide displacement, HiFluor488, 10 min; Potency, µM (titrated, usually from 115 µM), for the others: at the highest dose activity, negative = inhibition, actives largely listed as inhibitors; 390,000 tested, 0.009% active; AID 504891; active = well fitted inhibition curve with a large enough effect in the polarisation, with a control signal flat, not every such curve was filed as active; inconclusive = small, poorly fitted or top-dose-only effect, or effect the other way, or a change in a side signal; inactive = no such curve, though single readings can be large or run the other way; the % refers to the polarisation; note: potency is the fitted concentration of half-maximal effect; % is set by controls: 0 for no effect and ±100 for the full control effect
TrxR1 substrate = is turned over as a substrate by rat TrxR1; O89049; purified TrxR1 substrate turnover, NADPH consumption readout; Potency, µM (doses to about 114 µM), without a hit: top-dose activity change, negative = substrate turnover; 390,000 tested, 0.01% active; AID 588456; note: potency is the fitted concentration of half-maximal effect; % is set by controls: 0 for no effect and ±100 for the full control effect; nearly all actives have a fitted effect of over 50% in size
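Rat TrxR1, dispensed at 90 nM, was prereduced with 400 uM NADPH (final) for 5 min at ~22 deg C, then incubated with compound 15 min before 400 uM selenite. A first-read NADPH fluorescence drop versus no-compound background flagged substrates.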
* marks the source's active call; other numbers are inactive results; i = inactive; ? = inconclusive; [ ] = dose if it differs, or a comment. Unless noted, calls come from the whole dose curve; as a rule, active = well fitted curve in the direction sought with a large enough effect; inconclusive = small, poorly fitted or top-dose-only effect, or another doubt; inactive = no such curve, though single readings can be large; an effect the other way counts as inactive or inconclusive.

cpd	SMILES	mIDH1 inhibitor	PI4K2A inh	HP1b binding inh	rTrxR1 inhibitor	GLS inh	USP1-UAF1 inh	PGK inhibitor	Pin1 inhibitor	TrxR1 substrate
1	Cc1ccc2[nH]c3c(=O)n(CC(=O)N4CCN(c5ccccc5F)CC4)ncc3c2c1	-13%	0	27%	22%	-2%	7%	-1%	3%	6%
2	O=C(N/N=C/c1cn(-c2ccccc2)nc1-c1cc2ccccc2o1)c1cccnc1	-1%	0	34%	10%[57.1 µM]	-7%	3%	-1%	?	14%
3	CCOc1ccccc1NC(=O)CCS(=O)(=O)c1ccc2c(c1)oc(=O)n2C	13%	4	40%[activator]	19%	1%	-6%	i	-2%	4%
4	Cc1ccc(/C=C/C(=O)O)cc1S(=O)(=O)Nc1ccccc1C(=O)O	4%	2	7%	15%[57.1 µM]	1%	-15%	-1%	?	18%
5	Cc1ccc(CSCC(=O)Nc2cc(S(=O)(=O)N3CCOCC3)ccc2OCC(F)(F)F)cc1	4%	-6	15%	-2%	-1%	-4%	-3%	7%	-13%
6	C[C@@H]1CN(c2nc3nonc3nc2N2CCSCC2)C[C@H](C)O1	4%	1	-6%	27%[57.1 µM]	-1%	-12%	-6%	10%	12%[57.1 µM]
7	COc1cccc(NC(=O)c2sc3nc(C)c(C(=O)Nc4ccc(C)cc4C)c(-c4ccco4)c3c2N)c1	0%	-4	56%[activator]	10%	-2%	35µM*	i	?	-5%
8	O=C(NCCC1=CCCCC1)c1cc2ccccc2oc1=O	0%	1	31%	7%	10%	-10%	2%	6%	-2%
9	CCc1ccc2c(c1)C(O)(CC(=O)c1cccs1)C(=O)N2 (centres undefined)	-1%	4	29%	24%	-1%	-1%	-1%	-8%	0%
10	O=S(=O)(NCc1ccccc1Cl)c1cccs1	2%	4	6%	8%[57.1 µM]	1%	-14%	i	0%	6%
11	COc1cccc(OC)c1C(=O)Nc1ccc2c(c1)N(C(C)=O)CCC2	-14%	6	61%[activator]	13%[57.1 µM]	7%	-11%	-4%	-9%	7%[57.1 µM]
12	CC(C)(C)OC(=O)N1CCCC1C(=O)N1CCc2ccccc21 (centres undefined)	6%	1	36%	-4%	1%	-23%	-9%	-6%	0%
13	O=S(=O)(Cc1nc2ccccc2s1)c1ccccc1	3%	11	23%	12%[57.1 µM]	3%	-13%	1%	0%	11%[57.1 µM]
14	COC(=O)CN(c1ccc(C)cc1)S(=O)(=O)c1c(C)[nH]c(=O)[nH]c1=O	2%	3	50%[activator]	29%	3%	-18%	-7%[11.5 µM]	-12%	-1%
15	Cc1occc1C(=O)NC(C)c1ccc2c(c1)OCO2 (centres undefined)	-6%	0	30%[activator]	-5%	-4%	-1%	-6%	3%	3%
16	O=C(/C=C/c1c(F)cccc1Cl)Nc1nc2ccccc2[nH]1	0%	-3	18%	-8%	0%	-4%	i	2%	-6%
17	CCOc1ccc2nc(NC(=O)c3nc(SC(C)C)ncc3Cl)sc2c1	0%	0	17%	8%	-1%	7%	9%	6%	-6%
18	Cn1ccnc1SCc1ccc([N+](=O)[O-])cc1	13%	-12	28%	3%	5%	-14%	-1%	-9%	8%[57.1 µM]
19	Cc1nc2ccc(Cl)cc2nc(C)/c1=N\O	-1%	1	34%	?	35%[activator]	?	-2%	?	-5%
20	COc1cccc(-n2c(SCC(=O)N3CCOCC3)nnc2-c2c[nH]c3ccccc23)c1	6%	1	26%	3%[57.1 µM]	1%	9%	4%	9%	-9%[57.1 µM]
21	O=C(Oc1ccc(Br)cc1C(=S)N1CCOCC1)c1ccc([N+](=O)[O-])cc1[N+](=O)[O-]	5%	9	?	0%[57.1 µM]	4%	-17%	8%	-5%	10%[57.1 µM]
22	CNc1nc(-c2ccc3c(c2)CCN3C(=O)c2ccccc2F)cs1	4%	-11	?	10%[57.1 µM]	11%	?	i	10%	-12%
23	CN(C)/N=C/c1ccc(OC(=O)c2cccc([N+](=O)[O-])c2)cc1	-2%	5	-1%	26%[57.1 µM]	-6%	-18%	-1%	-7%	2%[57.1 µM]
24	CN(CC(=O)Nc1ccccc1Br)Cc1nc2ccccc2c(=O)[nH]1	2%	5	31%	3%[57.1 µM]	7%	-10%	4%	2%	4%[57.1 µM]
25	CSc1cccc(NC(=O)C2CCN(c3nc4ccccc4[nH]3)CC2)c1	-2%	-4	22%[57 µM]	7%[57.1 µM]	7%	-4%	-2%	1%	-1%[57.1 µM]
26	CN(Cc1ccc(C(F)(F)F)cc1)C(=O)c1ccc2ccccc2n1	4%	-2	11%	9%	2%	-23%	i	1%	0%
27	CC(NC(=O)c1cc2sccc2n1C)c1ccc2c(c1)OCCO2 (centres undefined)	5%	7	-9%	-6%	-6%	-11%	-10%	3%	-4%
28	COc1ccccc1NS(=O)(=O)c1cccc(C(=O)N/N=C/c2ccc(C)o2)c1	0%	5	6%	-14%	11%	-1%	3%	8%	-5%
29	CCn1nc(C)cc1C(=O)NC1CCCc2c1cnn2-c1ccc(C)c(C)c1 (centres undefined)	8%	-2	14%	-10%	4%	-18%	-7%	-5%	-8%
30	Cc1ccccc1NC(=O)CSc1nnc(C2CC2)n1CC1CCCO1 (centres undefined)	7%	0	26%	25%[57.1 µM]	-2%	-4%	-8%	-5%	-10%

Later entries
cpd	SMILES	mIDH1 inhibitor	PI4K2A inh	HP1b binding inh	rTrxR1 inhibitor	GLS inh	USP1-UAF1 inh	PGK inhibitor	Pin1 inhibitor	TrxR1 substrate
31	Cc1csc(NC(=O)CN2C(=O)COc3ccc(Cl)cc32)n1	6%	0	23%	-4%	-16%	-15%	2%	-8%	0%
32	CCOc1ccc(CN(C)Cc2cc(=O)oc3cc(C)c(Cl)cc23)cc1	1%	6	33%[activator]	12%	-5%	-20%	-4%	0%	-1%
33	COc1cccc(CN2C(=NC(=O)C3CC3)SC3CS(=O)(=O)CC32)c1 (centres undefined)	-5%	0	25%	-10%	14%	-11%	4%	-13%	-11%
34	CC(C)C1CC(CCNCc2ccc(N(C)C)cc2)(c2ccccc2)CCO1 (centres undefined)	-2%	-5	?	-3%	27%	-7%	0%	2%	-3%
35	Cc1ccc(S(=O)(=O)N2CCN(C(=O)c3ccc(N4CCCC4)c([N+](=O)[O-])c3)CC2)cc1	-1%	1	-22%	-11%	0%	0%	-6%	-9%	-13%
36	CCC(Sc1nc2ccncc2[nH]1)C(=O)Nc1ccc(C)c(Cl)c1 (centres undefined)	14%	-5	35%[activator]	11%	3%	-33%	-2%	-5%	1%
37	Cc1cccc(OCC(=O)Nc2cc(C)ccc2O)c1	3%	3	36%[activator]	1%	-1%	-17%	-7%	-2%	-4%
38	COc1ccc(S(=O)(=O)N2CCOCC2)cc1NC(=O)COC(=O)C1CCC1	1%	-2	25%	2%	-2%	-18%	-4%	1%	-2%
39	CC(C)(C)NC(=O)CN(C(=O)CNS(=O)(=O)c1ccc(Cl)cc1)c1ccc2c(c1)OCCO2	6%	-5	28%	15%[57.1 µM]	-1%	-6%	7%	-5%	11%[0.0914 µM]
40	Cc1ccnc(NC2(C(F)(F)F)N=C(c3ccccc3)NC2=O)c1 (centres undefined)	0%	2	25%	-2%[57.1 µM]	-7%	-15%	-1%	0%	5%[57.1 µM]

Full records from above. Order of screens: mIDH1 inhibitor, PI4K2A inh, HP1b binding inh, rTrxR1 inhibitor, GLS inh, USP1-UAF1 inh, PGK inhibitor, Pin1 inhibitor, TrxR1 substrate
Listed for `Cc1ccc(S(=O)(=O)N2CCN(C(=O)c3ccc(N4CCCC4)c([N+](=O)[O-])c3)CC2)cc1` = -1%, 1, -22%, -11%, 0%, 0%, -6%, -9%, -13%
Listed for `Cc1csc(NC(=O)CN2C(=O)COc3ccc(Cl)cc32)n1` = 6%, 0, 23%, -4%, -16%, -15%, 2%, -8%, 0%

Part of the list above in order of count of non-hydrogen atoms, rising:
cpd	SMILES	mIDH1 inhibitor	PI4K2A inh	HP1b binding inh	rTrxR1 inhibitor	GLS inh	USP1-UAF1 inh	PGK inhibitor	Pin1 inhibitor	TrxR1 substrate
37	Cc1cccc(OCC(=O)Nc2cc(C)ccc2O)c1	3%	3	36%[activator]	1%	-1%	-17%	-7%	-2%	-4%
31	Cc1csc(NC(=O)CN2C(=O)COc3ccc(Cl)cc32)n1	6%	0	23%	-4%	-16%	-15%	2%	-8%	0%
40	Cc1ccnc(NC2(C(F)(F)F)N=C(c3ccccc3)NC2=O)c1 (centres undefined)	0%	2	25%	-2%[57.1 µM]	-7%	-15%	-1%	0%	5%[57.1 µM]
33	COc1cccc(CN2C(=NC(=O)C3CC3)SC3CS(=O)(=O)CC32)c1 (centres undefined)	-5%	0	25%	-10%	14%	-11%	4%	-13%	-11%
30	Cc1ccccc1NC(=O)CSc1nnc(C2CC2)n1CC1CCCO1 (centres undefined)	7%	0	26%	25%[57.1 µM]	-2%	-4%	-8%	-5%	-10%
34	CC(C)C1CC(CCNCc2ccc(N(C)C)cc2)(c2ccccc2)CCO1 (centres undefined)	-2%	-5	?	-3%	27%	-7%	0%	2%	-3%
35	Cc1ccc(S(=O)(=O)N2CCN(C(=O)c3ccc(N4CCCC4)c([N+](=O)[O-])c3)CC2)cc1	-1%	1	-22%	-11%	0%	0%	-6%	-9%	-13%
39	CC(C)(C)NC(=O)CN(C(=O)CNS(=O)(=O)c1ccc(Cl)cc1)c1ccc2c(c1)OCCO2	6%	-5	28%	15%[57.1 µM]	-1%	-6%	7%	-5%	11%[0.0914 µM]

Only part of the results is shown, so the mix of outcomes need not match the whole.
